Source: PubChem (The Scripps Research Institute Molecular Screening Center)
PP5 inh – PP5 phosphatase inhibitors, primary screen, biochemical, fluorescence | purified PP5c, OMFP substrate fluorescence | inhibition, % at 6.7 µM | 320,000 tested, 0.18% active;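 active means inhibition above the campaign's mean inhibition across all tested compounds plus 3 SD, cut at about 9.5% in these data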;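 further: 0% = DMSO only and 100% = 100 µM cantharidin control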
Target sequence (P53041 whole entry, looked up): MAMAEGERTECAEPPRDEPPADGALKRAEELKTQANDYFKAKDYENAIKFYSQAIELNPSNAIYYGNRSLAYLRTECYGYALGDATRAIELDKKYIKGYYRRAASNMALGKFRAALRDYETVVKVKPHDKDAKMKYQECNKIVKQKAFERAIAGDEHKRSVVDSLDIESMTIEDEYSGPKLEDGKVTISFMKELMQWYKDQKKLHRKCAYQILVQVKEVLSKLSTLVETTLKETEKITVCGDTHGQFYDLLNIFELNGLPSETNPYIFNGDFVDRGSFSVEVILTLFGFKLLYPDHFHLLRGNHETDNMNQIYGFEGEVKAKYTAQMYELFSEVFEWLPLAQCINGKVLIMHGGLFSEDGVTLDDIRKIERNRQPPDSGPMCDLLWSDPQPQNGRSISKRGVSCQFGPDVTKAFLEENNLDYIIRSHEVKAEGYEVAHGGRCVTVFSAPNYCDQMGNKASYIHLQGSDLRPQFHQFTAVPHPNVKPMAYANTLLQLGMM
PP1 counter – PP1-alpha phosphatase inhibitors, primary screen, counter-screen for PP5 inhibitor project, biochemical, fluorescence, OMFP substrate, single point. Serine/threonine-protein phosphatase PP1-alpha catalytic subunit (Homo sapiens), P62136. purified PP1alpha. inhibition, % at 6.7 µM. 320,000 tested, 0.9% active;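 active means inhibition above the mean inhibition of all tested compounds plus 3 SD, computed separately for each screening campaign, cut at about 15% in these data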
Target sequence (P62136 whole entry, looked up): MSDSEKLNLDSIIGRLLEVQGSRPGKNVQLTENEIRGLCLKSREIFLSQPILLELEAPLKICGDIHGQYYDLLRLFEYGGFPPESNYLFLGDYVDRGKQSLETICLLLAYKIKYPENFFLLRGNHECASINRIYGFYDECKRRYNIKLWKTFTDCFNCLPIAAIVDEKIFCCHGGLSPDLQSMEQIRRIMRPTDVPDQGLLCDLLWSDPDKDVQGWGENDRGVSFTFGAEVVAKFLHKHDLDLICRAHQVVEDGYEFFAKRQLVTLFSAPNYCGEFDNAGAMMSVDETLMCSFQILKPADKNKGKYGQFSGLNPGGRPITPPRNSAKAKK
proCasp3 act – activators of human procaspase-3 D3A mutant, primary screen, biochemical, absorbance, PC-3 D3A mutant, single concentration. activation, % at 8.5 µM. recombinant procaspase-3 D3A, Ac-DEVD-pNA absorbance 405 nm. AID 463141, 2010. 330,000 tested, 0.11% active;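 active means activation above the mean of all tested compounds plus 3 SD, cut at about 21% in these data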;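 further: 0% = DMSO alone and 100% = DMSO wells spiked with extra 5 µM PC-3 D3A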
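material = Procaspase-3 D3A mutant | probe or stimulus = Ac-DEVD-pNA | compound = single dose, 8.5 µM nominal compound, 0.8% DMSO | timing = 1 h preincubation, 2 h reaction | measured by = 405 nm absorbance of p-nitroaniline, reads at 0 and 120 min | benchmarks = DMSO-only low control, 5 µM PC-3 D3A high control | repeats = singlicate, each compound tested once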
procasp7 counter – procaspase-7 activators, primary screen, counter-screen for procaspase-3 activator project, biochemical, absorbance, HTS, human; Caspase-7 (Homo sapiens), P55210; 330,000 tested, 0.093% active; recombinant procaspase-7, Ac-DEVD-pNA absorbance 405 nm; D23A/D198A/D206A triple mutant, cannot self-cleave; scale: DMSO 0, 5 µM enzyme 100; activation, % at 8.5 µM; AID 463210, 2010;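 active means percent activation above the screen-wide mean plus 3 SD, cut at about 25% in these data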
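Assay system – Uncleavable procaspase-7 mutant enzyme · Quantity – 2 µM procaspase-7 mutant as dispensed · Times – 1 h preincubation, 2 h reaction · Dosing – single nominal 8.5 µM compound dose, 0.8% DMSO final · Buffer or medium – Zinc-free 50 mM HEPES buffer, pH 7.4, with NaCl and Triton X-100 · Detection – Epi-absorbance of released pNA at 405 nm, two timepoints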
PAFAH2 FP inh – PAFAH2 enzyme inhibitors, primary screen, biochemical, fluorescence polarization, human; recombinant PAFAH2, FP-rhodamine activity probe; inhibition, % at 3.39 µM; 340,000 tested, 0.99% active; AID 492956, 2010;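 active means inhibition above the mean over all tested compounds plus 3 SD, cut at about 30% in these data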;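 further: inhibitors block probe labeling of enzyme so polarization drops; 0% = enzyme with DMSO and 100% = wells lacking PAFAH2 protein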
Fh CTSL1 inh – Fasciola hepatica cathepsin L1 inhibitors, primary screen, counter-screen for PFM18AAP inhibitor project, biochemical, QFRET, fluorogenic peptide substrate; recombinant F. hepatica cathepsin L1, Z-Leu-Arg-MCA fluorescence; inhibition, % at 5.96 µM; 300,000 tested, 0.49% active;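 active means inhibition above the mean of all tested compounds plus 3 SD, set per screening campaign, cut at about 17% in these data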;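 further: 0% = plate median of test compound wells and 100% = 1 µM Z-Phe-Ala-diazomethylketone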
AHR act – AHR activators, primary screen, cell-based, luminescence, luciferase reporter, human; activation, % at 5 µM; 320,000 tested, 2.5% active; AHR-responsive luciferase reporter cells; Aryl hydrocarbon receptor (Homo sapiens), P35869; in the data active means activation above about 47%;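 further: 0% = vehicle wells and 100% = reference agonist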
TPT1 inhibitor – Candida albicans TPT1 enzyme inhibitors, primary screen, biochemical, fluorescence polarization; tRNA 2'-phosphotransferase TPT1 (Candida albicans SC5314); 300,000 tested, 0.81% active; inhibition, % at 5 µM; recombinant caTPT1, FP RNA substrate dephosphorylation; AID 1962, 2009;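 active means inhibition above the mean of all tested compounds plus 3 SD, set per screening campaign, cut at about 24% in these data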;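 further: plate controls were DMSO alone for no effect and ferristatin control at 100 nM for full effect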
core dimer inh – inhibitors of HCV core protein dimerization, primary screen, biochemical, TR-FRET, high-throughput. inhibition, % at 5 µM. AID 1899, 2009. 300,000 tested, 0.33% active. TR-FRET GST/Flag-core106 dimerization, 1536-well;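 active means inhibition above the mean of all tested compounds plus 3 SD, set per screening campaign, cut at about 45% in these data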
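System: GST/Flag-tagged HCV core106 proteins. Incubation: compound-protein-antibody incubation 4 h at 22.5 °C. Technique: HTRF with 340 nm excitation, 617/671 nm emission. Medium: KF-containing HEPES buffer, pH 7.45, DTT, CHAPS, BSA. Read-out: inhibition (%) from 671 over 617 nm ratio. Also added: Eu(K)-anti-GST 90 ng/mL plus XL665-anti-Flag 1 µg/mL.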
* = called active by the depositor; nt = no result given. Rows were taken by chance; 5.6% or so of the library scored in one or more.

The first 4 compounds, ahead of the listing:
SMILES	PP5 inh	PP1 counter	proCasp3 act	procasp7 counter	PAFAH2 FP inh	Fh CTSL1 inh	AHR act	TPT1 inhibitor	core dimer inh
CCCCN=Cc1c(C)[nH]n(-c2ccccc2)c1=S	-2.6	-3	-24	-41	-2	5	3	-2	-4
Cc1ccc(NC(=O)c2ccc(S(=O)(=O)NCc3ccco3)cc2)cc1	3.2	-2	5	3	-10	2	-3	3	-4
O=C(O)c1ccc(NS(=O)(=O)c2ccc(NC(=O)c3ccccc3Cl)cc2)cc1	1.6	3	-2	2	-6	2	-1	0	-1
O=C(NN1C(=O)c2ccccc2C1=O)c1ccccc1[N+](=O)[O-]	1.0	-1	-11	4	-1	3	3	0	1

Results, repeating the preview:
SMILES	PP5 inh	PP1 counter	proCasp3 act	procasp7 counter	PAFAH2 FP inh	Fh CTSL1 inh	AHR act	TPT1 inhibitor	core dimer inh
CCCCN=Cc1c(C)[nH]n(-c2ccccc2)c1=S	-2.6	-3	-24	-41	-2	5	3	-2	-4
Cc1ccc(NC(=O)c2ccc(S(=O)(=O)NCc3ccco3)cc2)cc1	3.2	-2	5	3	-10	2	-3	3	-4
O=C(O)c1ccc(NS(=O)(=O)c2ccc(NC(=O)c3ccccc3Cl)cc2)cc1	1.6	3	-2	2	-6	2	-1	0	-1
O=C(NN1C(=O)c2ccccc2C1=O)c1ccccc1[N+](=O)[O-]	1.0	-1	-11	4	-1	3	3	0	1
Cc1ccc(S(=O)(=O)N(C)c2ccc(C(=O)Nc3cccnc3)cc2)cc1	3.4	-2	-2	4	-2	-1	26	1	-3
CCOC(=O)Cc1nn(CC)c(=O)c2ccccc12	2.5	2	5	1	-4	-2	-1	0	-3
CC(Oc1ccc(Cl)cc1Cl)C(=O)NCCCN1CCOCC1 (stereo not drawn)	-0.4	-1	9	-1	3	2	2	-2	2
Cc1cccc(NC(=O)Nc2ccccn2)c1C	0.7	-2	6	3	0	-3	13	-2	-1
CC1(C)Cc2noc(N)c2C(C)(C)N1OC(=O)c1scc2c1OCCO2	1.2	-8	-2	11	-6	-2	-1	2	-4
COc1ccc(NC(=O)CN(C)C(=O)CCCc2nc3ccccc3s2)cc1	0.4	2	4	4	-1	0	11	-1	0
Cc1cc(CN2C(=O)c3ccccc3C2=O)no1	-1.2	0	9	-8	-13	0	-2	-3	-3
CCOC(=O)N1CCN(C(=O)c2n[nH]c(=O)c3ccccc23)CC1	-2.6	7	-4	5	-2	3	2	-4	3
CCC(Sc1nc2n[nH]c(C)c2c(=N)n1-c1cc(Cl)ccc1C)C(=O)N1CCOCC1 (stereo not drawn)	1.1	-1	-4	5	6	2	9	-10	9
O=C(c1ccc(Cl)cc1)n1cnc2ccccc21	1.4	0	4	11	-5	3	-1	-2	11
C/C(CC1(O)C(=O)N(C)c2ccccc21)=N\O (stereo not drawn)	-1.9	-4	-3	-3	3	4	0	2	-5
COc1ccc(CC(=O)NNC(=O)c2ccc(NC(C)=O)cc2)cc1	3.7	-5	-8	-3	8	-2	-1	-4	-4
CCN1CCN(c2nc(Nc3ccc(C)c(C)c3)nc(N)c2[N+](=O)[O-])CC1	1.9	-3	12	-7	5	0	44	3	1
Cc1cc(C)c(C)c(S(=O)(=O)NCC(=O)Nc2ccc(F)cc2)c1C	2.2	12	-10	10	-22	6	11	4	6
Cc1nc(NS(=O)(=O)c2cccs2)c2c3c(sc2n1)CCC3	-0.1	0	7	8	-4	-4	3	-2	7
CCOC(=O)c1cnc2ccccc2c1Nc1cc(C(=O)O)ccc1C	-0.2	-2	5	-7	-5	4	4	-9	4
CC(C)Cc1nnc(NC(=O)CCC(=O)Nc2ccc(Cl)cc2)s1	-1.0	-3	7	-7	-1	1	3	-1	3
CC(=O)N1CCc2cc(Br)cc(S(=O)(=O)NCCCN3CCC(C)CC3)c21	0.3	2	-3	-1	15	-1	1	0	0
CN1CCN(c2nc(-c3ccccc3)nc(-c3ccccc3)c2C#N)CC1	2.5	3	-1	2	-1	-2	0	1	-5
Cc1c(CN2CCC(CO)(CCOc3ccccc3)CC2)c(=O)n(-c2ccccc2)n1C	-3.8	-2	-2	11	9	2	-1	1	3
COc1cc(/C=C/C(=O)Nc2ccc3nc4n(c(=O)c3c2)CCCC4)cc(OC)c1OC	0.8	0	-4	4	5	1	-1	1	-7
CCOC(=O)C1=C(COC(=O)Cc2ccc(Br)cc2)NC(=O)NC1C (stereo not drawn)	-1.3	-2	3	-4	2	0	-6	-3	3
Cc1cccc(CNC(=O)c2ccccc2N)c1	-1.9	-3	5	6	-2	4	-1	0	3
N#CCSc1ncnc2c1cnn2CCO	-0.2	-2	4	2	-1	0	-1	1	1
COc1cccc(C(=O)CSc2nnnn2C)c1	0.5	-2	-6	3	0	-1	2	-6	-3
CCCCCCNC(=O)CCCCCNS(=O)(=O)c1ccc(Br)cc1	3.1	-1	9	4	2	4	1	-2	0

One compound at a time, from the list above.
Record of `CC(C)Cc1nnc(NC(=O)CCC(=O)Nc2ccc(Cl)cc2)s1` : PP5 inh = -1.0; PP1 counter = -3; proCasp3 act = 7; procasp7 counter = -7; PAFAH2 FP inh = -1; Fh CTSL1 inh = 1; AHR act = 3; TPT1 inhibitor = -1; core dimer inh = 3
Record of `CCCCCCNC(=O)CCCCCNS(=O)(=O)c1ccc(Br)cc1` : PP5 inh = 3.1; PP1 counter = -1; proCasp3 act = 9; procasp7 counter = 4; PAFAH2 FP inh = 2; Fh CTSL1 inh = 4; AHR act = 1; TPT1 inhibitor = -2; core dimer inh = 0
Record of `CCOC(=O)C1=C(COC(=O)Cc2ccc(Br)cc2)NC(=O)NC1C` (stereo not drawn) : PP5 inh = -1.3; PP1 counter = -2; proCasp3 act = 3; procasp7 counter = -4; PAFAH2 FP inh = 2; Fh CTSL1 inh = 0; AHR act = -6; TPT1 inhibitor = -3; core dimer inh = 3

Next section.
SMILES	PP5 inh	PP1 counter	proCasp3 act	procasp7 counter	PAFAH2 FP inh	Fh CTSL1 inh	AHR act	TPT1 inhibitor	core dimer inh
Cc1ccc(S(=O)(=O)N2CCC(=O)N(C(COCc3ccc(C(F)(F)F)cc3)Cc3ccccc3)CC2)cc1 (stereo not drawn)	5.8	15	7	-13	-2	-1	-6	-8	10
CCN(C(=O)COC(=O)c1ccc2ccccc2c1)c1c(N)n(Cc2ccccc2)c(=O)[nH]c1=O	2.9	7	2	7	-1	nt	-2	nt	nt
CCn1nc(CC(C)C)cc1C(=O)N1CCCC(Nc2ccc(OC)cc2)C1 (stereo not drawn)	3.6	0	-2	-1	0	-6	1	-3	-6
Cc1cc(C)c(C(=O)CSC2=NC(N)=C(C#N)C3(CCCCC3)C2C(N)=O)cc1C (stereo not drawn)	5.4	-7	-10	-23	0	-2	8	0	3
CCOC(=O)C1=C(C)N(CCCC(=O)O)C(=O)NC1c1cc2ccccc2c2ccccc12 (stereo not drawn)	-3.3	-1	-7	4	nt	1	1	-4	9
CCOC(=O)CC1=CC(=O)Nc2ccccc2N1	0.5	5	5	-2	-3	5	0	0	-6
O=C(CN1c2ccccc2S(=O)(=O)c2ccccc21)NCc1ccc(F)cc1	-3.4	-10	-4	-7	1	-3	8	1	-3
O=C(Nc1ccc(N2CCCCCC2)cc1)c1ccccc1Cl	-0.3	1	-1	-2	4	7	2	-6	-4
Cc1cc(-c2nnc(SCC(=O)N3C(C)CCCC3C)o2)no1 (stereo not drawn)	1.9	-1	-2	3	-5	2	6	-3	7
COC(=O)c1[nH]nc2c1C(=O)N(C1CCCCC1)C2=O	1.2	0	1	2	3	-2	-3	-2	0
O=C(CSc1nc2ccccc2o1)Nc1ccc(N2CCOCC2)c(Cl)c1	4.3	-3	-7	-2	-1	-1	9	1	3
COC(=O)c1nc2cc(C)ccn2c1F	-1.8	-1	0	5	5	-4	-1	-2	-5
CCCCn1c(NC(=O)c2ccccc2Cl)c(C#N)c2nc3ccccc3nc21	12*	10	-11	-19	37*	6	13	16	22
O=c1ccc(OCCOc2ccccc2)nn1-c1ccccc1	0.9	-1	4	12	1	-1	2	-2	-1
COc1cccc(NC(=O)C2CCCO2)c1 (stereo not drawn)	1.4	-4	4	-1	0	-2	1	1	14
CCC1Oc2ccccc2N(CC(=O)NC2CCCCC2)C1=O (stereo not drawn)	1.1	6	-9	-4	-7	4	1	-5	-18
CCCCCCSC1=C(C#N)C(=O)NC2(CCCCC2)S1	7.4	8	3	-5	-1	12	8	-3	2
Cc1ccsc1C(=O)N1CCCC(N(C)Cc2ccccc2)C1 (stereo not drawn)	-0.8	0	8	-4	-6	-3	0	-1	-7
O=C1OCC(CO)(CO)N=C1NNc1cc(Cl)ccc1Cl	-0.2	6	10	-3	1	0	13	-4	1
CC(=C/c1ccccc1)/C=N/n1c(-c2ccncc2)n[nH]c1=S	2.5	-1	6	-16	6	4	6	-4	3
CCN1C(=O)N/C(=C/c2ccc(Sc3ccc(C)cc3)o2)C1=O	1.7	4	38*	71*	1	3	14	4	3
Cc1nc2ccccc2c(=O)n1/N=C/c1ccc(O)c(O)c1O	0.0	9	-2	-9	46*	-2	5	-5	0
COc1ccc(OCc2cc(C(=O)N(C)CCC3CCOCC3)no2)c(Cl)c1	3.1	-1	0	8	-1	1	8	-2	-2
O=C(O)C1C2C=CC(C2)C1C(=O)Nc1nccs1 (stereo not drawn)	-1.4	-1	6	-6	0	8	2	1	0
COc1ccc(C(c2nnnn2C(C)(C)C)N2CCN(C)CC2)cc1OC (stereo not drawn)	0.1	-7	-6	7	-3	-6	0	0	-5

As entered above:
CCCCCCSC1=C(C#N)C(=O)NC2(CCCCC2)S1 – core dimer inh: 2
Cc1nc2ccccc2c(=O)n1/N=C/c1ccc(O)c(O)c1O – procasp7 counter: -9
